Screening results: PubChem BioAssay, several laboratories
TPT1 inhibitor: C. albicans TPT1 enzyme inhibition. recombinant caTPT1, FP RNA substrate dephosphorylation. inhibition, % at 5 µM. 300,000 compounds, 0.81% hits;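 active = inhibition above the mean of all tested compounds plus 3 SD, set per screening campaign, cut at about 24% in these data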;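 also: plate controls were DMSO alone for no effect and ferristatin control at 100 nM for full effect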
Efflux pump mplx: blocks antifungal efflux pumps in multiplex yeast assay; S. cerevisiae Candida pump triplex, Nile Red efflux; inhibition, % at 10 µM; 330,000 compounds, 0.44% hits; AID 485275;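 active = plate passing quality check with inhibition over a set limit, or well fluorescence over plate mean plus 4 SD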;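 also: Nile Red retained in pooled yeast measured as flow cytometry median fluorescence; 0% = buffer negative control and 100% = Enniatin B positive control; higher means more Nile Red kept so more efflux inhibition; some compounds called inactive have numbers as strong as hits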
HCV core dimer: HCV core protein dimerization inhibition; 300,000 compounds, 0.33% hits; inhibition, % at 5 µM; TR-FRET GST/Flag-core106 dimerization, 1536-well;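 active = inhibition above the mean of all tested compounds plus 3 SD, set per screening campaign, cut at about 45% in these data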
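Test system: GST/Flag-tagged HCV core106 proteins; Medium: KF-containing HEPES buffer, pH 7.45, DTT, CHAPS, BSA; Times: compound-protein-antibody incubation 4 h at 22.5 °C; Detection: TR-FRET 671 and 617 nm emission; Benchmarks: wells lacking GST-core106 and wells with excess unlabelled core106.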
proCasp3 act: procaspase-3 (human) activation. activation, % at 8.5 µM. AID 463141. 330,000 compounds, 0.11% hits. P42574. recombinant procaspase-3 D3A, Ac-DEVD-pNA absorbance 405 nm;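 active = activation above the mean of all tested compounds plus 3 SD, cut at about 21% in these data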;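 also: 0% = DMSO alone and 100% = DMSO wells spiked with extra 5 µM PC-3 D3A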
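Test system: Procaspase-3 D3A mutant, all three cleavage aspartates alanine | Dosing: Single dose, 8.5 µM nominal compound, 0.8% DMSO | Schedule: 1 h preincubation, 2 h reaction | Technique: 405 nm absorbance of p-nitroaniline, reads at 0 and 120 min | Repeats: One well per compound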
Fh CTSL1 inh: counter-screen for PFM18AAP inhibitors: inhibitors of F. hepatica cathepsin L1. inhibition, % at 5.96 µM. recombinant F. hepatica cathepsin L1, Z-Leu-Arg-MCA fluorescence. AID 1906. 300,000 compounds, 0.49% hits;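 active = inhibition above the mean of all tested compounds plus 3 SD, set per screening campaign, cut at about 17% in these data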;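 also: 0% = plate median of test compound wells and 100% = 1 µM Z-Phe-Ala-diazomethylketone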
PP1 counter: PP1-alpha (human) inhibition in PP5 counter-screen; P62136; purified PP1alpha, OMFP fluorescence; inhibition, % at 6.7 µM; 320,000 compounds, 0.9% hits;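 active = inhibition above the mean inhibition of all tested compounds plus 3 SD, computed separately for each screening campaign, cut at about 15% in these data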
Target sequence (P62136 whole entry, looked up): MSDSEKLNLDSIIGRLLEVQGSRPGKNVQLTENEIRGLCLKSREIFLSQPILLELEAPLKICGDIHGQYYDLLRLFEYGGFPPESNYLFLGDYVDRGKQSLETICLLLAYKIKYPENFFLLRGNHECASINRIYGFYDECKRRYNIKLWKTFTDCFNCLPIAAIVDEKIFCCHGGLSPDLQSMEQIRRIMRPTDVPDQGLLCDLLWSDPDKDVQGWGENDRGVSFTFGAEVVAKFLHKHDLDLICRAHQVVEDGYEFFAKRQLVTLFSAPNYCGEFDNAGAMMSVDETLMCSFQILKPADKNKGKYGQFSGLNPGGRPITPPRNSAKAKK
PP5 primary: inhibitors of human protein phosphatase 5 (PP5); P53041; purified PP5c, OMFP substrate fluorescence; inhibition, % at 6.7 µM; 320,000 compounds, 0.18% hits; AID 1987;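 active = inhibition above the campaign's mean inhibition across all tested compounds plus 3 SD, cut at about 9.5% in these data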;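 also: 0% = DMSO only and 100% = 100 µM cantharidin control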
Target sequence (P53041 whole entry, looked up): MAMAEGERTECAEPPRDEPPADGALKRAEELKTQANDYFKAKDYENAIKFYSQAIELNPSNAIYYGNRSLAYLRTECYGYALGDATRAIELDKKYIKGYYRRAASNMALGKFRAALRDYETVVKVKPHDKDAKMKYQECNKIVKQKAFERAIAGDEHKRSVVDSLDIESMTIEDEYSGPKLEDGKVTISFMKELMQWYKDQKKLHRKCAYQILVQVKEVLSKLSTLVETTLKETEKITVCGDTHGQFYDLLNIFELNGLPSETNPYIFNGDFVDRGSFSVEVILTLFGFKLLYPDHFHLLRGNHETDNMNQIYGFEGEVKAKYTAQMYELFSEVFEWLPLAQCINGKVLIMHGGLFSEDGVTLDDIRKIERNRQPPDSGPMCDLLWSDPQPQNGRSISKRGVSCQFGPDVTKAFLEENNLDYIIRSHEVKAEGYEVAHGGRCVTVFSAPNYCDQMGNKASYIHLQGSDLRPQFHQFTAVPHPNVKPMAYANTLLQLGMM
proCasp7 act: counter-screen for procaspase-3 activators: activators of human procaspase-7; recombinant procaspase-7, Ac-DEVD-pNA absorbance 405 nm; D23A/D198A/D206A triple mutant, cannot self-cleave; scale: DMSO 0, 5 µM enzyme 100; activation, % at 8.5 µM; AID 463210; 330,000 compounds, 0.093% hits; P55210;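 active = percent activation above the screen-wide mean plus 3 SD, cut at about 25% in these data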
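Assay system: Uncleavable procaspase-7 mutant enzyme / Input: 2 µM procaspase-7 mutant as dispensed / Dosing: single nominal 8.5 µM compound dose, 0.8% DMSO final / Timing: 1 h enzyme–compound preincubation and 2 h substrate reaction, both 25 °C / Detection: p-Nitroaniline absorbance at 405 nm, read at 0 and 120 min / Replication: singlicate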
GASC-1 inh: blocks human GASC-1 demethylase activity. inhibition, % at 2.35 µM. 330,000 compounds, 0.069% hits. Q9H3R0. GST-JMJD2C(1-420) H3K9me3 demethylation, DELFIA europium. AID 2099;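 active = more than half of a compound's replicate wells show inhibition beyond 50%, single wells judged on their own value; inconclusive = some, but no more than half, of replicates pass 50% inhibition; inactive = no replicate passes 50% inhibition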;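 also: signal counts dimethyl H3K9 product captured on neutravidin plate; 0% = median of DMSO wells and 100% = 0.3 times that DMSO median; strong numbers were not always called active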
* hit, by the source's call; i = inactive; ? = inconclusive; nt = no result given; & = joins results of further samples.

Second line of a record: TPT1 inhibitor	Efflux pump mplx	HCV core dimer	proCasp3 act	Fh CTSL1 inh	PP1 counter	PP5 primary	proCasp7 act	GASC-1 inh
- CCNc1nc(NCC)n2c(SCC(=O)Nc3ccc(OC)c(OC)c3)nnc2n1
  -3	-0.3	5	2	-2	-3	1.6	11	0
- COc1ccc(-c2c(C)oc3ccc(C)cc23)cc1
  -1	-0.3	3	3	-1	4	-1.9	4	4
- CC(C)=CCc1c(O)cc2oc3c(CC=C(C)C)c(O)c(O)c(CC=C(C)C)c3c(=O)c2c1O
  1	0.1	58*	14	0	39*	3.8	9	i
- CCN(c1ccccc1)S(=O)(=O)c1ccc(Cl)c(NC(=O)Nc2ccc(Cl)cc2C#N)c1
  0	-0.2	13	11	4	4	1.0	-1	-36
- CCOc1ccccc1CN1CCNC(=O)C1CC(=O)NCCc1ccccn1 (stereo unspecified)
  -3	0.2	-4	0	3	0	0.2	0	0
- O=C(C(c1ccccc1)c1ccccc1)N1CCN(CC(O)COc2ccccc2)CC1 (stereo unspecified)
  0	0.1	4	1	0	2	4.8	-2	?
- Cc1ccc(S(=O)(=O)NNC(=O)c2ccoc2C)cc1
  -5	0.0	-1	-3	-3	-3	0.0	5	3
- COc1cc(Cl)c(NS(=O)(=O)c2c(C(=O)N3CCCC3)c(C)n(C)c2C)c(OC)c1
  -3	-0.2	0	-2	4	1	0.5	14	-1
- CC(NC(=O)[C@H](C)NC(=O)N1CCn2c1nc1ccccc12)c1ccccc1 (stereo partly specified)
  0	0.1	-1	5	-2	-1	-1.1	4	163
- COc1ccc(NC(=O)C2CC2)cc1S(=O)(=O)N1CCOCC1
  nt	-0.1	nt	0	nt	-1	0.9	5	5
- O=C(Nc1cc2c(cc1Br)OCCO2)c1cccs1
  1	-0.2	-1	0	1	-5	-0.8	10	13
- CCCCCCc1cc2cc(C(=O)Nc3ccccc3OC)c(=O)oc2cc1O
  -2	-0.1	1	16	-1	-1	0.3	13	6
- N#C/C(=C\Nc1ccccc1SC(F)(F)F)c1nc(-c2ccc(Cl)cc2)cs1
  3	0.0	5	-2	-4	-1	1.6	1	-5
- CC(C)(C)c1ccc(C(=O)NNC(=O)c2ccncc2)cc1
  2	0.1	-5	5	-4	1	2.7	-10	-1
- N#C/C(=C/c1ccc(N2CCCCCC2)o1)c1ccc(F)cc1
  158*	0.0	7	-16	9	-1	-1.3	-17	0
- COc1ccc2[nH]c(=S)cc(C)c2c1
  -2	-0.2	6	-15	1	-4	-0.6	-20	0
- Nc1ccc(N2CCOCC2)c(S(=O)(=O)Nc2ccccc2Cl)c1
  nt	0.1	nt	-3	nt	nt	nt	6	12
- COC(=O)c1cc(=O)n(CCc2ccc(OC)c(OC)c2)c(=Nc2ccc(F)c(Cl)c2)s1
  0	-0.1	2	10	0	-5	-1.3	0	5
- O=C(OCC(=O)N1CCCCC1)c1ccc2c(c1)C(=O)N(Cc1ccco1)C2=O
  nt	-0.1	nt	0	nt	0	-0.7	3	20
- O=C(NC1=NCCS1)c1ccc(N2CCCC2=O)cc1
  -4	-0.1	-4	11	-3	-2	-2.0	9	27
- CCOC(=O)C(=O)NCC(c1ccco1)S(=O)(=O)c1cccs1 (stereo unspecified)
  -4	-0.1	1	-1	-5	-1	1.0	13	-1
- CCOC(=O)CSC1=C(C#N)C(c2ccccc2OC)CC(=O)N1 (stereo unspecified)
  1	-0.1	2	3	2	7	0.5	-1	-9
- O=C(Cc1csc(NC(=O)c2ccccc2)n1)NO
  -5	0.0	-3	5	0	-2	2.0	-2	2
- O=C(c1cc(S(=O)(=O)N2CCOCC2)ccc1Cl)N1CCC(Cc2ccccc2)CC1
  1	0.1	10	-3	2	-8	-0.6	2	1
- O=C1c2ccccc2C(O)N1c1ccccc1 (stereo unspecified)
  0	0.1	-10	6	-1	1	-1.1	8	1
- O=C(CCCCCN1C(=O)CCC1=O)Nc1ncn[nH]1
  -6	-0.1	-4	-6	1	1	0.0	-3	-9
- COc1ccc(CN2CSC(=S)N(Cc3ccc(OC)cc3)C2)cc1
  1	0.2	2	-4	0	0	3.7	-14	-9
- CC1CC(C)CN(S(=O)(=O)c2ccc3c(c2)oc(=O)n3CC(=O)N(C)Cc2ccccc2)C1 (stereo unspecified)
  1	0.2	7	-3	7	0	2.2	-1	-15
- COc1ccc(C(=O)N(C)Cc2ccc(C)o2)cc1OC1CCN(C(C)=O)CC1
  0	0.2	6	-3	-4	-1	2.7	-5	19
- COc1ccc(NC(=O)c2ccccc2Cl)cc1NC(=O)CN1CCOCC1
  -3	0.1	-2	-1	-2	-1	4.1	7	-2
- O=C1CCCC(=O)C1C1c2ccccc2CCN1C(=O)CCl (stereo unspecified)
  -5	0.0	-2	-4	-4	-3	0.0	-2	24
- COc1ccc(NCc2nnc(SCC(=O)NNC(=O)c3ccc(C)cc3)n2C)cc1
  4	-0.2	-1	-8	-1	-4	2.6	1	-3
- CCC(C)C(=O)Nc1nnc(SCC(=O)N2C(C)CCCC2C)s1 (stereo unspecified)
  -2	0.1	1	1	0	0	2.2	1	-4
- O=C(OCN1C(=O)c2ccccc2C1=O)c1ccccc1
  0	0.2	3	2	-13	-5	4.8	9	-3
- Cc1ccc2c(c1)C1CN(C)CCC1N2C(=O)COc1ccc(N(C)C(=O)C(C)(C)C)cc1 (stereo unspecified)
  -3	-0.1	-1	15	-3	-4	-1.6	0	7
- CCOCCCNC(=O)Cn1cc2c(n1)CCCCC2
  0	-0.1	3	11	-4	-1	-1.2	2	-2
- Cc1ccc(S(=O)(=O)N2CCCC2)cc1C(=O)N1CCN(Cc2ccccc2)CC1
  0	-0.2	2	7	5	-3	0.1	2	-13
- Cc1nc(C2CC(=O)OC23CCCCC3)cs1 (stereo unspecified)
  -5	0.0	-6	3	-2	-2	4.8	-2	0
- COC(=O)c1ccccc1NC(=O)C1CC(c2ccc(F)cc2)=NO1 (stereo unspecified)
  -1	0.1	3	-4	-3	-3	1.5	5	38
- O=[N+]([O-])c1ccc(C[n+]2cc(-c3ccccc3)n3c2CCCCC3)cc1
  -2	0.1	-6	3	2	0	3.2	0	-5
- COc1ccccc1CCC(=O)Nc1cccc(S(=O)(=O)N2CCOCC2)c1
  -1	0.2	0	2	-4	-2	5.6	-5	2
- COC(=O)C1CSc2[nH]c(=O)sc2C1c1ccccc1 (stereo unspecified)
  -35	-0.1	0	-17	-1	1	-0.7	-20	52
- Cc1cc(Nc2ccccc2)nc(N2CCOCC2)n1
  -2	-0.1	-12	3	1	-1	0.5	-2	-1
- O=C(Cn1cc2c(n1)CCCCC2)N1CCCCC1
  -3	-0.6	-5	-9	-4	-1	2.5	-2	1
- COc1ccc(C(=O)CSc2nnc3ccccn23)cc1OC
  3	0.4	0	6	0	-5	-1.8	6	-23
- CC(C)CC(=O)Nc1ccc(C(=O)Nc2cccc(O)c2)cc1
  -1	0.0	-1	3	-5	13	0.2	5	18
- COc1ccccc1-c1cc(C(F)(F)F)nc(S(=O)(=O)CCCC(=O)N2CCCCC2C)n1 (stereo unspecified)
  -6	0.0	1	-3	-1	2	1.2	0	-15&-36
- Cc1ccc(C)c(Nc2c(F)c(F)c(F)c(F)c2C(=O)O)c1
  -3	-0.4	0	2	4	1	0.8	-3	4
- CCN(C(=O)Cn1cnc2ccccc2c1=O)C1CCS(=O)(=O)C1 (stereo unspecified)
  1	-0.1	2	-5	-4	-4	0.4	-2	-8
- CC1CN(Cc2cc(=O)[nH]c(C(C)C)n2)CC(C)O1 (stereo unspecified)
  -3	0.0	-2	8	1	0	2.2	1	5
- CC(C)CC(=O)NC(=S)Nc1nc(-c2ccc(Cl)cc2)cs1
  5	0.2	8	-1	2	1	0.7	0	0
- CCN(CCCNC(=O)C1CCN(S(=O)(=O)CC)CC1)c1ccccc1
  -1	0.0	-5	8	-1	1	-0.5	-4	2
- CC1CC(C)CN(CC(=O)NCCc2ccc(S(N)(=O)=O)cc2)C1 (stereo unspecified)
  1	-0.1	0	2	1	-2	-0.8	0	-2
- CC(=O)N1CCSc2ccc(S(=O)(=O)Nc3cccc(C)c3)cc21
  -6	0.2	-23	-1	-1	-2	1.8	-2	-8
- O=C(Cn1cnc2c(NC(=O)OCc3ccccc3)ncnc21)NCc1ccccn1
  nt	0.1	nt	11	nt	-11	-0.1	16	-9
- CCC(C)NC(=O)CN(c1ccc(OC)cc1)S(=O)(=O)c1ccc(NC(C)=O)cc1 (stereo unspecified)
  1	-0.2	8	4	-1	1	1.1	15	2
- O=C(Nc1nc(=O)c2ccccc2s1)c1ccc(Cl)cc1
  -4	0.0	34	-25	3	-2	2.3	-19	1
- Cn1c(=O)oc2cc(S(=O)(=O)NCCC(=O)NCCc3ccccc3)ccc21
  0	0.2	-1	5	-6	-2	4.1	10	29
- O=C(NCCc1c[nH]c2ccccc12)C1CCCN(S(=O)(=O)c2ccccc2)C1 (stereo unspecified)
  0	0.1	8	6	0	-1	0.3	2	0
- O=C(Nc1nnc(-c2ccncc2)o1)c1cccc(N2C(=O)CCC2=O)c1
  1	0.1	0	-3	-4	1	3.2	0	-9

Following part:
Second line of a record: TPT1 inhibitor	Efflux pump mplx	HCV core dimer	proCasp3 act	Fh CTSL1 inh	PP1 counter	PP5 primary	proCasp7 act	GASC-1 inh
- O=C(CSc1nnc(-c2ccco2)c(-c2ccco2)n1)Nc1ccccc1
  -2	0.3	51*	-10	16	4	0.8	-16	-3
- Cc1ccc(-n2c(O)c(/C=N/c3ncn[nH]3)c3ccccc3c2=O)cc1
  6	-0.4	-3	-3	0	1	-1.3	-1	3
- O=C(COc1nnnc2ccccc12)N1CCCc2ccccc21
  -4	0.0	-4	3	-5	-6	1.9	1	1
- O=c1cc(-c2ccccc2O)nc(-c2ccccc2)[nH]1
  2	0.2	-2	1	-1	4	5.5	11	-16
- CCCn1c(O)c(N=NC(=O)CNC(=O)c2ccncc2)c2ccccc21
  0	-0.1	-4	-4	2	4	1.4	8	12
- CCCCN(Cc1cccs1)S(=O)(=O)c1ccc(-c2ccc(=O)[nH]n2)s1
  1	-0.1	12	-4	-3	2	0.7	4	1
- CCc1nc2ccccc2c(=O)n1NC(=O)c1c(O)c2ccccc2n(CC)c1=O
  0	0.2	4	4	2	6	-0.5	1	-13
- CC1(C)Cc2c(sc(NC(=O)c3ccc(S(=O)(=O)N4CCCC4)cc3)c2C#N)C(C)(C)N1
  2	-0.2	-3	-8	-1	4	1.7	7	-7
